WRN inhibitor = WRN helicase (human) inhibition | AID 651768 | Q14191 | 360,000 compounds, 0.46% hits | WRN helicase unwinding, fluorescent forked duplex, kinetic | Potency, µM (titrated, usually from 114 µM), without a hit: at the top dose activity change, negative = inhibition, actives largely listed as inhibitors; also: potency is read from the fitted curve at half-maximal effect; % is scaled to controls: 0 for no effect and ±100 for the full control effect; nearly all actives have a fitted effect of over 55% in size
Target sequence (Q14191 whole entry, looked up): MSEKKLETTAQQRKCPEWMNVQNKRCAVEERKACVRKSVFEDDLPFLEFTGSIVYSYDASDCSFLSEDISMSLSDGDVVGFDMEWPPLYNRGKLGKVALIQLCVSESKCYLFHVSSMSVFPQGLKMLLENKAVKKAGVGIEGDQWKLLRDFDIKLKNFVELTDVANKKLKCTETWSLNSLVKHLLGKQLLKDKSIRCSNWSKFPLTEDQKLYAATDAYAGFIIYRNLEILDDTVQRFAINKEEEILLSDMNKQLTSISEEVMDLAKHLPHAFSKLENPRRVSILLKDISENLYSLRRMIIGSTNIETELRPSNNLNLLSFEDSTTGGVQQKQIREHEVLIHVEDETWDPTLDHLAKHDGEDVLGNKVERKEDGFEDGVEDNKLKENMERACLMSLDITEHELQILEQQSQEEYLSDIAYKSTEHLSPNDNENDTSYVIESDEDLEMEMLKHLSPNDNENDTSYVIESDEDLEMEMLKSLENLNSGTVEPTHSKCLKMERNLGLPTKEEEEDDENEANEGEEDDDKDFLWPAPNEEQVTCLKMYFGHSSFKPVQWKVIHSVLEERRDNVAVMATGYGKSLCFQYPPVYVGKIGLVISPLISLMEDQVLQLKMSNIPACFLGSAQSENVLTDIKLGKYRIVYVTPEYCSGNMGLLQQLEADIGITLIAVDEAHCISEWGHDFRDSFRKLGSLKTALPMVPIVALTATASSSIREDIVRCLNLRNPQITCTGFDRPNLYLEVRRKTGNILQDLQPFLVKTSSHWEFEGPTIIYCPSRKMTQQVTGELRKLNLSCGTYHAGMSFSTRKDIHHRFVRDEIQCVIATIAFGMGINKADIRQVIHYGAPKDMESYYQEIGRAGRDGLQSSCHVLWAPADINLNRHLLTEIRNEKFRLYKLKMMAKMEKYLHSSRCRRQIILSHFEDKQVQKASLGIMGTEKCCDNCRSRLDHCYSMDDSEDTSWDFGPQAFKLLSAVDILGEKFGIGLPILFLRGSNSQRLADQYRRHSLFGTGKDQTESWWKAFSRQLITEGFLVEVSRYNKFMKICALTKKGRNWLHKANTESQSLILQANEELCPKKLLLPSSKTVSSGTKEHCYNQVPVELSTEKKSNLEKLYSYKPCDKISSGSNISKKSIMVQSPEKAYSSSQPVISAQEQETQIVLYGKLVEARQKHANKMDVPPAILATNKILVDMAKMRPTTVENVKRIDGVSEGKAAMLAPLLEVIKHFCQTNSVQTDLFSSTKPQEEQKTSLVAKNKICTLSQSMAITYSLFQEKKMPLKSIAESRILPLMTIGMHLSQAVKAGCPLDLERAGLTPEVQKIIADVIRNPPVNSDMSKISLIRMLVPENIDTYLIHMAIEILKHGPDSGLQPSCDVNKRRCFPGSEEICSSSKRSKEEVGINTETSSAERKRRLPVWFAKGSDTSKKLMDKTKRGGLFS
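Primary qHTS, 1536-well format. 20 nM WRN + compound, 15 min RT; start with 100 nM forked fluorophore/quencher duplex, 2 mM ATP (final); kinetic read ex 525/em 598 nm.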
PI5P4K alpha inh = inhibitors of human PI5P4K alpha; PI5P4Kalpha enzyme, ADP-Glo luminescence, 60 min; hits give low values; P48426; 330,000 compounds, 1.2% hits; max response, %; active = max response of -50% or lower; inconclusive = between -30% and -50%; inactive = -30% or higher; also: value at the top dose of about 77 µM; % is scaled to controls: 0 for no effect and ±100 for the full control effect
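PI5P4Kalpha ADP-Glo assay; 5 microM ATP final; 60 min RT reaction; HEPES pH 7.4/EGTA/CHAPS, 5% DMSO; controls lacking substrate or enzyme; luminescent end-point.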
Abeta rescue = compounds reversing amyloid beta toxicity in yeast; yeast expressing A-beta42, growth rescue, OD600, 48 h; response scale: 0% DMSO, 100% iron-clioquinol control; Potency, µM (doses to about 46.1 µM), for the others: at the top dose growth rescue, most hits filed as activators; 410,000 compounds, 0.063% hits; AID 1347071; also: potency is read from the fitted curve at half-maximal effect; nearly all actives have a fitted effect of over 55% in size
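Yeast A-beta toxicity model in growth medium with pinned compounds, 48 h at 30 C; growth read as absorbance at 600 nm. Normalized to FeCl3/clioquinol equimolar mix (positive) and DMSO (negative).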
EPAC1 ag = EPAC1 (human) agonism. O95398. EPAC1 agonist qHTS, biochemical assay; response scale: 100% = response to 6.5 mM cAMP. Potency, µM (highest dose often 154 µM), for the others: at the highest dose activation, usual class: activators. 360,000 compounds, 0.073% hits. AID 720707; also: potency is read from the fitted curve at half-maximal effect; nearly all actives have a fitted effect of over 60% in size
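Read-out is the fluorescence drop as BODIPY-GDP leaves Rap1B (480 nm excitation, 540 nm emission), recorded every 5 minutes over 30 minutes. Reactions held 100 nM EPAC1, 250 nM Rap1B–BODIPY-GDP and 50 uM GDP, with 6.5 mM cAMP setting full activation.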
EPAC1 antagonist = antagonists of human EPAC1 | O95398 | EPAC1 GEF assay, Rap1b-BODIPY-GDP exchange fluorescence | Potency, µM (titrated, usually from 115 µM), for the others: at the highest dose activity change, negative = inhibition, most hits filed as inhibitors | 360,000 compounds, 0.14% hits;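 also: potency is read from the fitted curve at half-maximal effect; plate controls were vehicle for no effect and positive control for full effect; nearly all actives have a fitted effect of over 50% in size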
PLK1 PBD block = inhibitors of human PLK1 polo-box domain binding | Plk1 PBD binding of FITC phosphopeptide, fluorescence polarization | Potency, µM, inactives show max response, negative = inhibition, most hits filed as inhibitors | 360,000 compounds, 2.8% hits | AID 720504; also: potency is read from the fitted curve at half-maximal effect; series mostly up to about 57 µM; % is scaled to controls: 0 for no effect and ±100 for the full control effect; nearly all actives have a fitted effect of over 65% in size
aSyn rescue = alpha-synuclein toxicity inhibition in yeast. 370,000 compounds, 0.14% hits. AID 652106. Potency, µM (highest dose often 46.1 µM), without a hit: top-dose growth rescue (activation), usual class: activators. Yeast expressing alpha-synuclein, growth rescue, BacTiter-Glo, 24 h; also: potency is read from the fitted curve at half-maximal effect; % of control where 0% means no effect; nearly all actives have a fitted effect of over 65% in size
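Readout is rescue of growth in alpha-synuclein-expressing yeast, so inhibitors of toxicity appear as activators. Growth after 24 hr at 30 deg C in galactose medium is quantified by luminescence.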
IL-2 act = IL-2 activation | IL-2 activation reporter assay, cell-based qHTS; stimulated with anti-CD3/CD4/CD28 beads; in transgenic mouse T cells | activation, % (series mostly up to about 46 µM) | 360,000 compounds, 0.065% hits | AID 652025; in the data active = activation above about 50%; inconclusive = mostly about 30% to 49%; also: 0% is about no effect
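Using fluorescent plate cytometry, EGFP and DsRed are detected in transgenic mouse T cells stimulated 18 h at 37 degrees C with antibody-coated beads after 60 min compound pretreatment.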
FUS suppressor = FUS proteinopathy suppression in yeast | S. cerevisiae FUS-expressing, growth rescue, OD600, 24 h | 390,000 compounds, 0.24% hits | Potency, µM (series often up to 76.6 µM), for inactives: at the top dose growth rescue (activation), usual class: activators | AID 1347120;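 also: potency is read from the fitted curve at half-maximal effect; plate controls were DMSO vehicle for no effect and reference control for full effect; nearly all actives have a fitted effect of over 55% in size; some results filed as inactive show a strong effect at the top dose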
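Toxicity suppression screen in FUS-yeast. Cells induced with 2% galactose, starting OD 0.005, treated 24hr at 30C with compounds at multiple final concentrations; growth by OD600.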
Starred values were filed as active, the others as inactive; ? = inconclusive; nt = no result given; [ ] = dose if it differs, or a comment. Unless noted, calls follow the shape of the dose curve; as a rule, active = well fitted curve in the direction sought with a large enough effect; inconclusive = small, poorly fitted or top-dose-only effect, or another doubt; inactive = no such curve, though single readings can be large; an effect the other way counts as inactive or inconclusive.

SMILES	WRN inhibitor	PI5P4K alpha inh	Abeta rescue	EPAC1 ag	EPAC1 antagonist	PLK1 PBD block	aSyn rescue	IL-2 act	FUS suppressor
O=C(CSc1nnnn1C1CCCCC1)NCc1ccc2c(c1)OCO2	-14%	nt	-7%	2%	0%	-3%	7%	-2.4	-5%
O=C(O)c1ccc2c(c1Nc1ccccc1)C(=O)c1ccccc1C2=O	-13%[11.6 µM]	-54*	-10%	-7%	6%	-8%	13µM*	1.5	11%
COCCNC(=O)COC(=O)c1cc(-c2ccc(OC)cc2)nc2ccccc12	-4%	0	-1%	2%	0%	-11%	10%	1.3	28%
O=C(CSc1n[nH]c(=O)n1Cc1ccco1)N1CCOCC1	10%	-7	8%	-8%	-7%	-11%	-3%	-0.3	13%
CCCCn1c(SCC(=O)NCCc2ccc(OC)c(OC)c2)nc2c1c(=O)n(C)c(=O)n2C	8%	nt	-20%	-3%	5%	-1%	10%	0.0	6%
COc1ccc2c(c1)c(C(=O)CN1CCOCC1)c(C)n2C	-2%	-1	3%	-5%	4%	-20%	0%	-0.1	-9%
CCc1ccccc1N(CC)C(=O)C1CCN(c2ncnc3c2nc2n3CCCCC2)CC1	-4%	4	-7%	2%	?	-4%	5%	-0.7	?
Cc1ccc(NC(=O)c2cc3ccccc3o2)cc1Cl	-1%	4	-2%	10%	-5%	-14%	2%	-0.8	2%
O=C(CSc1nc(-c2ccco2)cc(C(F)(F)F)n1)Nc1ccc(C(=O)N2CCOCC2)cc1	3%	1	-7%	-5%	11%	-8%	-3%	-0.3	20%
COc1ccc(-c2onc3ccc(Br)cc23)cc1	-36%[57.1 µM]	2	3%	16%	8%	?	-3%	6.8	9%
COc1ccc(NC(=O)NCCCCc2ccccc2)cc1OC	6%	1	12%	4%	-9%	-11%	-4%	-2.6	32%
Nc1ccc(S(=O)(=O)Nc2ccc(S(N)(=O)=O)cc2)cc1	6%	nt	-10%	9%	3%	-9%	-2%	2.3	-11%
COc1cc(NC(=S)N(C)CCC#N)c(OC)cc1Cl	7%	-3	-6%	-3%	3%	4%	4%	0.3	-4%
O=C(CNC(=O)[C@@H]1Cc2ccccc2CN1)NCc1ccco1	-13%	-5	-10%	-2%	7%	-2%	-3%	0.0	1%
CCC1(CC)NC(=O)N(Cc2nc3ccccc3s2)C1=O	-15%	4	9%	4%	-13%	-1%	0%	-6.0	-2%
O=C(COC(=O)c1ccc(F)cc1)NCC1CCCCC1	-3%	1	-4%	-2%	6%	6%	-2%	-0.7	-9%
Cc1cccc(C(=O)NNC(=O)CCn2nnc3ccccc32)c1	-1%	0	-3%	-3%	3%	-3%	-4%	0.6	15%
CCN(CC)CCNC(=O)C(Cl)=C1C(Cl)=C(Cl)C(Cl)=C1Cl	-15%	-2	0%	-3%	-13%	-9%	1%	-1.1	-10%
Cc1ccc(NC(=O)CSc2n[nH]c(-c3ccncc3)n2)cc1C	-4%	nt	-11%	-4%	-7%	-4%	-1%	-2.6	18%
O=C(O)CC(=O)Nc1ccc(Oc2ccc(C(F)(F)F)cn2)c(Cl)c1	-3%	-2	1%	6%	-6%	-11%	0%	-0.5	0%
CC(C)n1c(NCc2c[nH]c3ccccc23)nc2ccccc21	-11%	7	3%	3%	-8%	-3%	-4%	-0.3	10%
O=C(NCCO)C(=O)NCC(c1ccc2c(c1)OCO2)N1CCN(c2ccc(F)cc2)CC1 (stereo not given)	0%	4	-11%	-4%	-3%	1%	-3%	-0.3	-32%
COc1ccc(C(=O)Nc2ccccc2)cc1S(=O)(=O)Nc1cc(C)on1	-17%	7	-8%	0%	16%	-2%	0%	-1.9	48%
C=CCNc1oc(-c2cccs2)nc1S(=O)(=O)c1ccccc1	0%	4	7%	-2%	-17%	3%	4%	-1.0	10%
O=C(O)CN=C(NS(=O)(=O)c1ccc(Cl)cc1)c1ccccc1	-2%	3	8%	-4%	-3%	-8%	-2%	0.1	16%
Next part.
SMILES	WRN inhibitor	PI5P4K alpha inh	Abeta rescue	EPAC1 ag	EPAC1 antagonist	PLK1 PBD block	aSyn rescue	IL-2 act	FUS suppressor
COc1ccc(NS(=O)(=O)c2cccc(C(=O)NNC(=O)CNC(=O)c3cccc(C)c3)c2)cc1	1%	7	-3%	12%	9%	-2%	1%	-1.3	16%
C#CCOCCOCCOCCNc1nc(N2CCOCC2)nc(N2CCN(C(=O)[C@H](Cc3ccc(O)cc3)n3cc([C@@H](N)C(C)CC)nn3)CC2)n1 (stereo not given in full)	-6%	0	3%	-7%	-4%	?	11%	-2.7	7%
COc1ccc(N(Cc2cc3ccccc3[nH]c2=O)C(=O)C2CCCO2)cc1 (stereo not given)	-1%	-3	19%	0%	-11%	-5%	5%	0.0	-6%
S=C(Nc1ccc(Cl)cc1)Nc1ccc2c(c1)OCCO2	-5%	0	?	7%	9%	-5%	-11%	-2.9	38%
O=S(=O)(Nc1cccc(-n2cnnn2)c1)c1ccc(F)cc1	-13%	5	-13%	-5%	-11%	-1%	-3%	-0.2	-1%
CN(C)S(=O)(=O)c1cccc(COC(=O)CNC(=O)c2ccc(Br)o2)c1	-8%	1	-8%	7%	2%	-1%	1%	-0.3	16%
Cc1ccc(-n2c(SCC(=O)Nc3ccc4c(c3)OCO4)nnc2-c2cccs2)cc1	-6%	-12	16%	-2%	-5%	-5%	-1%	-0.8	?
O=C(c1ccc(Br)o1)N1CCN(Cc2ccc3c(c2)OCO3)CC1	-17%	0	-7%	5%	-12%	-7%	-2%	0.7	3%
O=C1CSC(=Nc2ccc(O)cc2)N1	-8%[57.1 µM]	2	-13%	1%	11%	-13%	-4%	-1.6	5%
S=c1[nH]nc(-c2cc(-c3ccccc3)n[nH]2)n1/N=C/c1c(Cl)cccc1Cl	?	?	6%	0%	10%	?	-3%	-4.2	?
C/C(=C1/SC(N2CCCC2)=NC1=O)c1ccc(Br)cc1	-4%	-3	-12%	-4%	6%	-7%	15%	0.1	11%
CCCCc1ccc(NC(=S)N2CCN(C(=O)c3ccco3)CC2)cc1	-19%	3	-2%	5%	-18%	1%	-7%	0.0	nt
CC[C@H](C)C(N)c1cn([C@@H](CC(N)=O)C(=O)N2CCNCC2)nn1 (stereo not given in full)	3%	-11	-3%	11%	9%	1%	4%	-0.3	-28%
CCOc1cc(C(=O)O)cc(Cl)c1OCC#N	15%	-7	-14%	1%	-3%	-7%	10%	1.5	nt
CC(C)C(=O)c1cn(CC(=O)NCC2CCCO2)c2ccccc12 (stereo not given)	-7%	1	8%	4%	1%	-10%	-3%	0.4	8%
COc1cccc(C(=O)N2CCN(C3CCN(Cc4ccccc4)CC3)CC2)c1OC	-24%	7	-1%	10%	0%	-4%	-6%	-1.1	16%
COC(=O)C(CO)Nc1ncnc2onc(-c3ccc(F)cc3)c12 (stereo not given)	-8%	0	-16%	2%	6%	5%	3%	-1.5	8%
CC(C)(CO)NC(=O)CC1C(=O)NCCN1Cc1ccc(-c2ccccc2)cc1 (stereo not given)	2%	4	-5%	0%	-13%	-18%	1%	0.3	17%
C=C(C)CC(NCc1ccco1)c1ccc(OC)cc1 (stereo not given)	-1%	3	-6%	1%	14%	-4%	-18%	0.6	-14%
O=C(COc1ccc(-c2ccccc2)cc1)N/N=C/c1cccnc1	1%	6	4%	3%	-22%	2%	10%	0.2	-6%
Oc1ccccc1C1CC(c2cccs2)=NC(c2cccc(Br)c2)N1 (stereo not given)	-15%	0	10%	-1%	-5%	-9%	-12%	-0.5	1%
Oc1ccc2ccccc2c1N=Nc1ccccn1	-30%	-2	-82%[inhibitor]	1%	-27%	-14%	-29%	1.2	-9%
Cc1ccc([C@@H]2[C@@H]3C(=O)N(c4ccccc4)C(=O)[C@@H]3[C@]3(C)C(=O)N(Cc4ccccn4)CC(=O)N23)o1	4%	-1	-14%	-11%	-8%	-12%	11%	0.3	0%
COCCC(=O)N1CCc2c([nH]c3ccccc23)C1C(C)(C)C (stereo not given)	3%	-5	13%	-7%	-5%	-4%	11%	-0.9	17%
O=C(NCc1cccc(Cl)c1)C1=CC=CN2CCS(=O)(=O)N=C12	2%	0	-8%	5%	2%	4%	0%	0.3	-3%

Part of the list above, with each value named.
COc1ccc(N(Cc2cc3ccccc3[nH]c2=O)C(=O)C2CCCO2)cc1 (stereo not given)
  WRN inhibitor: -1%; PI5P4K alpha inh: -3; Abeta rescue: 19%; EPAC1 ag: 0%; EPAC1 antagonist: -11%; PLK1 PBD block: -5%; aSyn rescue: 5%; IL-2 act: 0.0; FUS suppressor: -6%
S=C(Nc1ccc(Cl)cc1)Nc1ccc2c(c1)OCCO2
  WRN inhibitor: -5%; PI5P4K alpha inh: 0; Abeta rescue: ?; EPAC1 ag: 7%; EPAC1 antagonist: 9%; PLK1 PBD block: -5%; aSyn rescue: -11%; IL-2 act: -2.9; FUS suppressor: 38%

Next section
SMILES	WRN inhibitor	PI5P4K alpha inh	Abeta rescue	EPAC1 ag	EPAC1 antagonist	PLK1 PBD block	aSyn rescue	IL-2 act	FUS suppressor
CC1(C)CC(=O)C(N=Nc2cccc(F)c2C#N)=C(O)C1	-7%	-4	-50%[inhibitor]	-5%	-2%	-2%	-48%[inhibitor]	-3.2	20%
COc1cc(NC(=O)COC(=O)c2ccccc2SCC(=O)N2CCCC2)cc(OC)c1	-2%	0	-7%	4%	15%	-6%	0%	-5.9	11%
CN(C(=O)c1ccc(NC(=O)Cc2cccc([N+](=O)[O-])c2)cc1)C1CCCC1	1%	-1	0%	7%	-6%	-23%	0%	-0.3	30%
COc1ccc(NC(=O)c2cc(-c3ccc(OC)c(OC)c3)nc3ccccc23)c(OC)c1	-8%	9	5%	18%	-20%	0%	3%	-0.1	11%
CCOC(=O)Cc1nnc(Nc2ccc(C(=O)NC)cc2)c2ccccc12	-14%	-4	-5%	-10%	-2%	-1%	0%	-3.0	16%
CCCCC(=O)Nc1cccc(-c2nn3c(C)nnc3s2)c1	-1%	nt	2%	0%	6%	-1%	4%	-1.7	9%
CCS(=O)(=O)NCCCCc1ccccc1	-6%	6	13%	-1%	1%	1%	4%	2.1	2%
COc1ccc(NC(=O)c2ccc(S(=O)(=O)N3CCCCC3)cc2)cc1OC	2%	-3	7%	-4%	3%	-12%	-13%	-0.4	7%
